procasp7 counter: procaspase-7 activators, primary screen, counter-screen for procaspase-3 activator project, biochemical, absorbance, HTS, human; Caspase-7 (Homo sapiens), P55210; recombinant procaspase-7, Ac-DEVD-pNA absorbance 405 nm; D23A/D198A/D206A triple mutant, cannot self-cleave; scale: DMSO 0, 5 µM enzyme 100; activation, % at 8.5 µM; actives 0.093% (n = 330,000);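 active = percent activation above the screen-wide mean plus 3 SD, cut at about 25% in these data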
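Test system: Procaspase-7 triple mutant (PC-7 D3A). Also added: Ac-DEVD-pNA substrate, 400 µM as added. Schedule: 1 h enzyme–compound preincubation and 2 h substrate reaction, both 25 °C. Signal: p-Nitroaniline absorbance at 405 nm, read at 0 and 120 min. Control set: low DMSO alone, high DMSO plus 5 µM PC-7.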
RPL19A-GFP yeast: RPL19A-GFP expression modulators in yeast, primary screen, cell-based, S. cerevisiae, multiplex flow cytometry, MLPCN | S. cerevisiae RPL19A-GFP strain, 3 h; hits give low values | percent response vs DMSO, % at 10 µM | actives 0.3% (n = 330,000);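 active = percent response vs DMSO below 50%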;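 note: median channel GFP fluorescence of the barcoded RPL19A-GFP strain; ratio of sample median GFP to plate DMSO average so 100% = DMSO; lower means less RPL19A-GFP as with rapamycin TOR inhibition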
EBNA-1 inhibitor: EBNA-1 DNA-binding inhibitors, primary screen, biochemical, fluorescence polarization; actives 0.34% (n = 300,000); inhibition, % at 14.8 µM; in the data active = inhibition above about 28%
LAP4-GFP MLPCN: modulators of LAP4-GFP expression in yeast, primary screen, S. cerevisiae, multiplex flow cytometry, MLPCN library | actives 0.34% (n = 320,000) | 3 h; median GFP as percent of DMSO wells | GFP response vs DMSO, % at 10 µM;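 active = GFP response vs DMSO above a set limit, about the screen mean plus 3 SD, cut at about 150% in these data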
MEP2 TOR yeast: modulators of MEP2-GFP levels in yeast, primary screen, S. cerevisiae, multiplex flow cytometry, MLPCN library. S. cerevisiae MEP2-GFP strain, 3 h; 100% = DMSO control level. GFP response vs DMSO, % at 10 µM. actives 0.51% (n = 330,000);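 active = GFP response versus DMSO above a set limit, roughly screen mean plus 3 SD, cut at about 180% in these data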;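 note: median GFP fluorescence of the barcode-gated MEP2-GFP cells per well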
ZTA counter: counter-screen for EBNA-1 inhibitors: inhibitors of Epstein-Barr virus ZTA; ZTA-DNA binding, fluorescence polarization; AID 2234; actives 0.15% (n = 320,000); inhibition, % at 11 µM; P03206; in the data active = inhibition above about 33%
procasp3 activ: activators of human procaspase-3 D3A mutant, primary screen, biochemical, absorbance, PC-3 D3A mutant, single concentration; recombinant procaspase-3 D3A, Ac-DEVD-pNA absorbance 405 nm; activation, % at 8.5 µM; actives 0.11% (n = 330,000);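 active = activation above the mean of all tested compounds plus 3 SD, cut at about 21% in these data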;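 note: 0% = DMSO alone and 100% = DMSO wells spiked with extra 5 µM PC-3 D3A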
Target sequence (P42574 whole entry D9A/D28A/D175A): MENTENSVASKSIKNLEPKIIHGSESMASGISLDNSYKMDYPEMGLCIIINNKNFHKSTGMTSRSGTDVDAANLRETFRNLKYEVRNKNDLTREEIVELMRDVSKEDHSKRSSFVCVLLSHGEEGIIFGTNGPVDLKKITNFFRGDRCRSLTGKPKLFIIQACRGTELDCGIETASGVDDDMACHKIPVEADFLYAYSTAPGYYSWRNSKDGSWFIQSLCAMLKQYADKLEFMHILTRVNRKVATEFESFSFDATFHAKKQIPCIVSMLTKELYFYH
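Assay system – Procaspase-3 D3A mutant, all three cleavage aspartates alanine · Controls – DMSO-only low control, 5 µM PC-3 D3A high control · Schedule – 1 h compound preincubation, 2 h substrate hydrolysis at 25 °C · Signal – 405 nm absorbance of p-nitroaniline, reads at 0 and 120 min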
AHR activator: AHR activators, primary screen, cell-based, luminescence, luciferase reporter, human; AHR-responsive luciferase reporter cells; activation, % at 5 µM; actives 2.5% (n = 320,000); AID 2796, 2010; in the data active = activation above about 47%;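 note: 0% = vehicle wells and 100% = reference agonist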
Target sequence (P35869 whole entry, looked up): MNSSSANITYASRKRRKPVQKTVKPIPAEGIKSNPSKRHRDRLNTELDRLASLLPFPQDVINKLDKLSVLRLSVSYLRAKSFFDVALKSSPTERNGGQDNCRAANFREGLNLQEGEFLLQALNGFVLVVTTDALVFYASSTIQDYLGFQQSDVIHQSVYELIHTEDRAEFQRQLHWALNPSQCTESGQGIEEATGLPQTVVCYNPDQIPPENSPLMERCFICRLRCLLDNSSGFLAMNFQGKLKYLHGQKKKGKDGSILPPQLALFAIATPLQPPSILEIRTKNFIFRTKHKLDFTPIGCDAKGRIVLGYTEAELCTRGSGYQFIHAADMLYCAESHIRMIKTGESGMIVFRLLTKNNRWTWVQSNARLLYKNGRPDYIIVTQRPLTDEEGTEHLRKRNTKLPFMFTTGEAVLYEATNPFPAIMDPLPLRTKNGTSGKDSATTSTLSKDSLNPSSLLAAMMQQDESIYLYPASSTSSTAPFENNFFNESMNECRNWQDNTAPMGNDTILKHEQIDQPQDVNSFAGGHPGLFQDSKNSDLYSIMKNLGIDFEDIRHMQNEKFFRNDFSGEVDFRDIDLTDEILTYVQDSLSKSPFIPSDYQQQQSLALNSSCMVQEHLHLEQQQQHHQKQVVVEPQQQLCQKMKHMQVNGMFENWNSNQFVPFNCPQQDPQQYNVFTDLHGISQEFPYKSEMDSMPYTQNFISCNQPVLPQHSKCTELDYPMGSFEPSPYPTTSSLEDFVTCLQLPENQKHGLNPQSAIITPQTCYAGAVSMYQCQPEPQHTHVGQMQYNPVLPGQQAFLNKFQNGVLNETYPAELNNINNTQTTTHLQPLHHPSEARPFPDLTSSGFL
Numbers without * were called inactive; nt = not tested or not shown; [ ] = dose if it differs, or a comment.

| SMILES | procasp7 counter | RPL19A-GFP yeast | EBNA-1 inhibitor | LAP4-GFP MLPCN | MEP2 TOR yeast | ZTA counter | procasp3 activ | AHR activator |
| --- | --- | --- | --- | --- | --- | --- | --- | --- |
| c1ccc(-c2noc(C34CC5CC(CC(C5)C3)C4)n2)nc1 | 7 | 106 | -5 | 107 | 100 | -9 | 5 | 8 |
| O=C(CSc1ccc2nnc(-c3ccncc3)n2n1)Nc1ccc2c(c1)OCCO2 | 4 | 100 | -4 | 100 | 98 | 3 | 2 | 12 |
| COc1ccccc1Nc1ncnc2c1c(C)c(C)n2CCCN(C)C | 8 | 103 | -3 | 93 | 109 | 3 | -3 | 8 |
| COC(=O)c1cc(OC)c(OC)cc1NC(=O)c1cccc(OC)c1OC | -3 | 97 | -2 | 103 | 108 | 0 | -9 | 3 |
| Cc1nnsc1S(=O)c1ccc(Cl)c(Cl)c1 (stereo unspecified) | 2 | 99 | 11 | 127 | 101 | 10 | 8 | 0 |
| COc1ccc(NC(=O)CN(C)C(=O)CNC(=O)Cc2cccc3ccccc23)cc1 | -9 | 91 | 5 | 95 | 94 | 8 | -2 | 0 |
| CC1CN(c2ccccc2)NC1=O (stereo unspecified) | -3 | 107 | 3 | 105 | 107 | -16 | 3 | 4 |
| O=[N+]([O-])c1cc(F)c(N2CCCCC2)cc1N1CCOCC1 | 2 | 100 | 4 | 105 | 102 | 5 | -1 | 6 |
| O=C(Nc1ccc(N2CCOCC2)cc1)C1CCN(S(=O)(=O)c2ccccc2F)CC1 | -2 | 92 | 6 | 99 | 104 | -4 | -4 | 4 |
| C=CCc1ccc(OCCCCN2CCC(C)CC2)c(OC)c1 | 1 | 94 | 16 | 86 | 100 | 10 | 2 | 1 |
| CN(C)c1ccc(NC(=O)COC(=O)Cn2nnc3ccccc32)cc1 | -1 | 106 | 5 | 103 | 110 | -10 | -4 | 6 |
| COc1ccccc1N1CCN(Cc2nc3ccccc3[nH]2)CC1 | 3 | 99 | 8 | 92 | 105 | 2 | 8 | 3 |
| O=C(Nc1cccc(F)c1)NC1(C(=O)N2CCC(O)CC2)CCCCC1 | 6 | 103 | 5 | 96 | 104 | -6 | 6 | 0 |
| COc1cc(OC)cc(C(=O)NC2CC3CCC(C2)N3C)c1 (stereo unspecified) | 13 | 90 | nt | 98 | 91 | 2 | 9 | -2 |
| COC(=O)c1c(C(=O)OC)c2cc(C)ccn2c1Cl | 7 | 106 | 6 | 118 | 105 | 9 | -4 | 0 |
| N#Cc1ccc(OCC(=O)NCCCn2ccnc2)cc1 | -9 | 94 | nt | 100 | 102 | nt | 3 | 4 |
| COC(=O)c1cccc(NC(=O)Nc2ccc(Cl)cc2)c1 | 2 | 100 | 5 | 114 | 103 | 22 | 13 | -9 |
| COc1ccc(C(=O)CC(=O)C(=O)Nc2cccc(F)c2)cc1 | -1 | 100 | -2 | 97 | 90 | -10 | 3 | 0 |
| COc1ccc(N=Cc2[nH]c3ccccc3c2O)cc1 | -28 | 106 | -9 | 100 | 108 | -13 | -18 | 26 |
| COc1cccc(NC(=O)CSc2nnc(CNC(=O)c3ccccc3F)o2)c1 | 1 | 95 | 10 | 87 | 99 | 0 | 5 | 8 |
| CCC(=O)Nc1ccc2nn(-c3ccc(F)cc3)nc2c1 | -17 | 103 | -22 | 85 | 101 | -5 | -6 | 32 |
| Cc1ccc2cccc(NC(=O)C(F)(F)F)c2n1 | 8 | 94 | 9 | 102 | 112 | 1 | 0 | 7 |
| NC(N)=NN=C1CCC(c2ccccc2)CC1 (stereo unspecified) | -1 | 96 | -2 | 103 | 108 | -15 | 6 | 7 |
| O=C(c1ccc2ccccc2c1)C1CCCN(C(=O)c2noc3c2CCCC3)C1 (stereo unspecified) | 0 | 90 | -16 | 101 | 95 | -12 | 4 | 1 |
| CC(C)Oc1nc(-c2ccccc2Cl)nc2ccccc12 | -1 | 95 | 3 | 106 | 98 | 8 | 2 | 2 |
| Cc1c(C(c2ccccc2)c2c(C)n(C)n(-c3ccccc3)c2=O)c(=O)n(-c2ccccc2)n1C | -10 | 105 | 10 | 98 | 105 | -4 | 8 | 0 |
| Cn1c(=O)c2c(ncn2CC(=O)OCC(=O)Nc2ccc(Cl)cc2Cl)n(C)c1=O | -2 | 104 | 0 | 92 | 106 | 5 | 0 | -5 |
| O=C(NCCc1c[nH]c2ccccc12)C1CCC(Cn2c(=S)[nH]c3ccccc3c2=O)CC1 (stereo unspecified) | 2 | 97 | 28* | 111 | 97 | 15 | 18 | -1 |
| CCOc1ccc(-n2c(SCC(=O)Nc3cc(OC)c([N+](=O)[O-])cc3C)nc3ccccc32)cc1 | -8 | 106 | 1 | 93 | 104 | 3 | 4 | 5 |
| COc1ccc(C2CC(c3ccc(C)cc3)Nc3nc(N)nn32)cc1 (stereo unspecified) | 0 | 101 | -19 | 106 | 103 | 10 | -159 | -1 |
| O=C(O)c1ccc(Cn2cc(C(F)(F)F)ccc2=O)cc1 | 4 | 110 | -2 | 86 | 111 | -6 | -1 | 0 |
| O=C(O)CC1S/C(=N/N=C/C=C/c2ccccc2[N+](=O)[O-])NC1=O (stereo unspecified) | 1 | 98 | 0 | 101 | 102 | 3 | -4 | 7 |
| COc1ccc(C(=O)C(Cc2cc(C(C)=O)ccc2OC)N2CCCC2)cc1 (stereo unspecified) | 7 | 84 | -6 | 101 | 87 | -2 | 1 | 1 |
| CN(C)C(=S)NC1(C)CCS(=O)(=O)C1 (stereo unspecified) | -3 | 98 | 3 | 94 | 96 | 3 | 3 | -3 |
| O=C(c1ccc(=O)[nH]c1)N1CCN(S(=O)(=O)c2ccc3ccccc3c2)CC1 | 4 | 101 | nt | 106 | 97 | 6 | 4 | 0 |
| NC(=O)CN1C(=O)NC2(CCCc3ccccc32)C1=O (stereo unspecified) | -2 | 109 | 3 | 104 | 108 | 1 | 10 | -5 |
| CCN(Cc1nc2cc(Cl)ccc2c(=O)[nH]1)C(=O)C1CC(=O)N(c2cccc3ccccc23)C1 (stereo unspecified) | -5 | 96 | nt | 102 | 98 | 6 | 10 | 2 |
| Cc1cccc(NS(=O)(=O)c2cc3c4c(c2)C(C)C(=O)N4CCC3)c1 (stereo unspecified) | 7 | 103 | 5 | 100 | 112 | 12 | 7 | 2 |
| CC(=O)N1CCN(c2ccc(NCc3cccc(C)c3)cc2)CC1 | -10 | 96 | nt | 101 | 96 | 0 | 3 | -2 |
| O=C(Nc1cccc(S(=O)(=O)N2CCOCC2)c1)c1ccccn1 | -6 | 102 | -6 | 107 | 97 | -2 | 6 | 1 |
| CS(=O)(=O)N(CC(=O)NCc1cccnc1)C1CCCCC1 | 1 | 104 | -2 | 92 | 99 | -4 | -2 | -2 |
| COc1ccc(NC(=O)CSCC(=O)NCCc2ccccn2)cc1 | -5 | 107 | -4 | 104 | 111 | 1 | -9 | 6 |
| COc1cccc(NC(=O)Nc2ccccc2C(N)=O)c1 | 3 | 101 | 5 | 98 | 99 | -23 | 8 | 11 |
| COc1ccc2c(C)cc(N3CCN(c4ccc(F)cc4)CC3)nc2c1 | -3 | 107 | -8 | 91 | 90 | -14 | 7 | 69* |
| O=C(Nc1ccccc1C(F)(F)F)c1cc(-c2cccc(O)c2)on1 | 1 | 100 | -3 | 99 | 106 | -4 | 2 | -1 |
| CCOC(=O)CN1C(=O)C(O)=C(C(C)=O)C1c1ccccc1 (stereo unspecified) | -6 | 104 | -9 | 100 | 104 | -18 | -4 | 0 |
| CCCC(=O)Oc1ccccc1C1SCc2cc(C)c(C)cc2CS1 | 0 | 92 | 17 | 93 | 92 | 2 | 8 | -3 |
| Cc1cccc(C)c1OCC(=O)Nc1ncn[nH]1 | -3 | 99 | -13 | 102 | 107 | -18 | -3 | 1 |
| COc1ccc(NC(=O)c2cc3c(COC(C)=O)cnc(C)c3oc2=Nc2cccc(C(=O)O)c2)c(OC)c1 | 4 | 98 | 12 | nt | 109 | -3 | 9 | 1 |
| c1ccc(Cn2nnc3c(N4CCc5ccccc54)ncnc32)cc1 | 14 | 97 | 3 | 105 | 106 | 13 | 4 | 1 |
| COc1ccc2sc(NC(=O)NC(=O)c3c(Cl)cccc3Cl)nc2c1 | 6 | 101 | 5 | 114 | 106 | 7 | 6 | 6 |
| CCOC(=O)c1c(C)[nH]c(C)c1S(=O)(=O)NCC1CCN(Cc2ccccc2OC)CC1 | 11 | 102 | -1 | 94 | 107 | -2 | 5 | 1 |
| CC(C)CCCN1CCN=C1N(C)C | 3 | 91 | -1 | 102 | 89 | -2 | 7 | 3 |
| O=C(CC1C(=O)CCCC1=O)c1ccccc1 | 8 | 90 | -17 | 85 | 92 | 1 | 2 | -1 |
| CC(=O)c1c(C)[nH]c(C(=O)OCC(=O)C(C)(C)C)c1C | -4 | 95 | 0 | 95 | 99 | 7 | -2 | 3 |
| Cn1ccsc1=NC(=O)c1ccc(Cl)cc1 | -5 | 104 | -2 | 107 | 106 | -14 | 5 | 88* |
| c1cc(CNc2ccc(N3CCOCC3)cc2)ccn1 | -8 | 98 | 3 | 99 | 120 | -3 | -8 | 7 |
| c1ccc(CSC2=NNC(c3ccccn3)S2)cc1 (stereo unspecified) | -16 | 91 | -5 | 122 | 87 | -4 | -19 | -3 |
| O=C(COC(=O)c1cccs1)NCc1cccs1 | -8 | 93 | 8 | 88 | 103 | -11 | 4 | 2 |
| CC(=O)Nc1ccc(C(=O)NNC(=O)CCc2ccccc2)cc1 | 8 | 43*[may fluoresce violet] | 7 | 111[may fluoresce violet] | 250*[may fluoresce violet] | 11 | -2 | -1 |

Some entries already given, showing only MEP2 TOR yeast and procasp3 activ.
Compound,MEP2 TOR yeast,procasp3 activ
O=C(CC1C(=O)CCCC1=O)c1ccccc1,92,2
COc1ccc(NC(=O)CSCC(=O)NCCc2ccccn2)cc1,111,-9
O=C(Nc1ccccc1C(F)(F)F)c1cc(-c2cccc(O)c2)on1,106,2
COc1ccc(NC(=O)c2cc3c(COC(C)=O)cnc(C)c3oc2=Nc2cccc(C(=O)O)c2)c(OC)c1,109,9
c1ccc(CSC2=NNC(c3ccccn3)S2)cc1 (stereo unspecified),87,-19

(more compounds)
| SMILES | procasp7 counter | RPL19A-GFP yeast | EBNA-1 inhibitor | LAP4-GFP MLPCN | MEP2 TOR yeast | ZTA counter | procasp3 activ | AHR activator |
| --- | --- | --- | --- | --- | --- | --- | --- | --- |
| COc1ccc(OCCn2nnc(-c3ccc(Cl)cc3)n2)cc1 | 6 | 107 | -4 | 105 | 107 | 10 | -2 | -3 |
| CC1CN(C(=O)COC(=O)c2cccc(NS(=O)(=O)c3ccccc3)c2)CC(C)O1 (stereo unspecified) | -9 | 90 | -15 | 98 | 93 | -5 | 3 | 0 |
| CC(C(=O)NCCSCc1cccc(Cl)c1)N(c1ccccc1)S(C)(=O)=O (stereo unspecified) | -5 | 106 | 5 | 100 | 110 | 0 | -14 | 1 |
| CC(/C=C/c1ccccc1F)=N\NC(=O)C(C)C | -8 | 110 | 2 | 92 | 103 | 9 | 1 | 3 |

2 records picked at random from those above:
| SMILES | procasp7 counter | RPL19A-GFP yeast | EBNA-1 inhibitor | LAP4-GFP MLPCN | MEP2 TOR yeast | ZTA counter | procasp3 activ | AHR activator |
| --- | --- | --- | --- | --- | --- | --- | --- | --- |
| CC1CN(C(=O)COC(=O)c2cccc(NS(=O)(=O)c3ccccc3)c2)CC(C)O1 (stereo unspecified) | -9 | 90 | -15 | 98 | 93 | -5 | 3 | 0 |
| CC(/C=C/c1ccccc1F)=N\NC(=O)C(C)C | -8 | 110 | 2 | 92 | 103 | 9 | 1 | 3 |
